Screens deposited in PubChem by National Center for Advancing Translational Sciences (NCATS).
GLA spleen mod = inhibits or activates alpha-galactosidase in human spleen homogenate. P06280. human spleen homogenate, 4MU-alpha-Gal fluorescence, 40 min. Potency, µM (doses to about 80 µM), for the others: top-dose activity change, negative = inhibition, hits mostly inhibitors. 240,000 compounds, 0.008% hits. AID 2107;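 also: 0% = enzyme with vehicle and -100% = no enzyme basal signal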
Target sequence (P06280 32-429 limits assumed): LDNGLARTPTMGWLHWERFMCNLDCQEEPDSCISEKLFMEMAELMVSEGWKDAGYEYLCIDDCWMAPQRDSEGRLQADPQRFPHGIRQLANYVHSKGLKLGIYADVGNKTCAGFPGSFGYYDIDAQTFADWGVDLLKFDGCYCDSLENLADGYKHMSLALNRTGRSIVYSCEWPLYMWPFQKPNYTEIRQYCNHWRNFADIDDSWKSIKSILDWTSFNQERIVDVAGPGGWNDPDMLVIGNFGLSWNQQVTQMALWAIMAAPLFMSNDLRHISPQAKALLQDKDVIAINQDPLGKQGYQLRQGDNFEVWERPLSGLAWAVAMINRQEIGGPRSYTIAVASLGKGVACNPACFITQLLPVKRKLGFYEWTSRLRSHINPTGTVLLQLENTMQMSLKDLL
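Inhibition or activation of alpha-galactosidase in human spleen homogenate is scored by 4-MU fluorescence after 40 min at 37C, pH 5.0, with 1 mM substrate. AC50s come from concentration-response fitted to the Hill equation.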
TRb SRC2 PPI = disrupts binding of human TR beta to SRC2 | P10828 | TRbeta-SRC2 peptide binding, fluorescence polarization; receptor liganded with 1 µM T3 | Potency, µM (doses to about 106 µM), for the others: at the top dose activity change, negative = inhibition, hits mostly inhibitors | 280,000 compounds, 0.065% hits | AID 1469;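 also: plate controls were bound peptide for no effect and peptide without receptor for full effect; nearly all actives have a fitted effect of over 50% in size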
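Binding of a 20-amino-acid Texas Red SRC2 peptide (20 nM) to TRb ligand-binding domain (0.6 uM) with agonist T3 at 1 uM was followed by fluorescence polarization after a 5 hr room-temperature incubation.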
L3MBTL1 block = L3MBTL1 (human) inhibition; Potency, µM (titrated, usually from 57.1 µM), for inactives: top-dose activity, negative = inhibition, actives largely listed as inhibitors; AlphaScreen L3MBTL1–H3K9me1 peptide binding; Q9Y468; 230,000 compounds, 0.66% hits; also: nearly all actives have a fitted effect of over 60% in size
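Read-out is AlphaScreen signal from streptavidin donor and nickel chelate acceptor beads (10 ug/mL final each) bridging L3MBTL1 (50 nM) and biotinylated K9-monomethylated H3(1-15) peptide (75 nM), after 30 min compound exposure at room temperature.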
TR SRC2 fluor cs = counter-screen for TRb-SRC2 inhibitors: fluorescence interference; TRb/SRC2 Texas Red total fluorescence interference; Potency, µM (highest dose often 106 µM), for inactives: at the top dose fluorescence change, negative = quenching; 280,000 compounds, 0.29% hits; AID 1479; active = well fitted curve in either direction with a large enough effect; inconclusive = small, poorly fitted or top-dose-only effect
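Flags fluorescent or light-absorbing compounds by total fluorescence, S + 2P, at 555 nm excitation and 632 nm emission. Mixture: 20 nM Texas Red SRC2 peptide, 0.6 uM human TRb LBD, 1 uM T3, 5% DMSO; compound exposure 5 h at ambient temperature.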
ALDH1A1 inh = inhibitors of human aldehyde dehydrogenase 1A1; Purified ALDH1A1, NADH fluorescence, propionaldehyde substrate; Potency, µM (highest dose often 75.3 µM), for the others: at the top dose activity, negative = inhibition, usual class: inhibitors; 220,000 compounds, 7.3% hits; active = well fitted inhibition curve with a large enough effect, not every such curve was filed as active; inconclusive = small, poorly fitted or top-dose-only effect, or another doubt; inactive = no such curve, though single readings can be large or run the other way;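 also: plate controls were no enzyme wells and a reference inhibitor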
Target sequence (P00352 whole entry, looked up): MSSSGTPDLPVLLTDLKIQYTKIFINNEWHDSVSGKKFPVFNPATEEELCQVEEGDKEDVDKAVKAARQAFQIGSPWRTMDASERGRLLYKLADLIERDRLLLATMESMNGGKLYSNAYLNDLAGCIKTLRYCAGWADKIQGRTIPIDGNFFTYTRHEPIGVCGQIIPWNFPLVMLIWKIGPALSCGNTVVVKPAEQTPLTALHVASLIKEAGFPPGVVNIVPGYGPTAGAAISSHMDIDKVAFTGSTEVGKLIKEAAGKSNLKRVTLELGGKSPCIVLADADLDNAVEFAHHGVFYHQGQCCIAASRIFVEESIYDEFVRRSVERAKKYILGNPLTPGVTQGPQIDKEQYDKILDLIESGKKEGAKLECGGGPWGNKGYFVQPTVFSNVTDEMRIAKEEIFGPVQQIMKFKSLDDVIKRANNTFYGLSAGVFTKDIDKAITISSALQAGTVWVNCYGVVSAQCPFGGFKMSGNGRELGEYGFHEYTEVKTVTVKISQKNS
Tau fibril ThT = tau fibrillization inhibition (ThT binding) | recombinant tau K18 P301L, heparin-induced fibrillization, ThT fluorescence | Potency, µM (highest dose often 57.4 µM), without a hit: at the highest dose activity, negative = inhibition, actives largely listed as inhibitors | 270,000 compounds, 2.1% hits | P10636; also: nearly all actives have a fitted effect of over 55% in size
Target sequence (P10636 561-689 P618L limits assumed): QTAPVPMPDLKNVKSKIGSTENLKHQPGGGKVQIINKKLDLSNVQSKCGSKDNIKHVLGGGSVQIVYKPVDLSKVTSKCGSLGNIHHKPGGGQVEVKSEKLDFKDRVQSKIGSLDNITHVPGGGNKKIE
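Tau K18 P301L fragment (15 uM unlabeled plus 0.24 uM Alexa 594-labeled) in 100 mM sodium acetate pH 7 with compound, fibrillization induced by 20 uM heparin for 6 hr at 37 C. Thioflavin T (30 uM) added, fluorescence read after 1 hr (ex 450, em 510 nm).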
Tau fluor cs = counter-screen for tau fibril formation inhibitors | tau K18 P301L (four-repeat tau fragment) Alexa594 fluorescence, heparin fibrillization | AID 1463 | 280,000 compounds, 0.93% hits | Potency, µM (series often up to 57.7 µM), inactives show at the highest dose activity change, negative = decrease; also: nearly all actives have a fitted effect of over 55% in size
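Human K18 P301L tau (15 uM unlabeled plus 0.24 uM Alexa 594-labeled, final) in 100 mM sodium acetate pH 7 was mixed with compound and 20 uM heparin and incubated 6 hr at 37 C.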
Tau FP inhib = blocks human tau fibril formation measured by polarization | AID 1468 | P10636 | K18 P301L tau heparin fibrillization, Alexa594 FP, 6 h | Potency, µM (doses to about 57.7 µM), without a hit: at the top dose activity, negative = inhibition, hits mostly inhibitors | 280,000 compounds, 0.39% hits; also: nearly all actives have a fitted effect of over 55% in size
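Human tau K18 […] P301L fragment, 15 uM unlabeled plus 0.24 uM Alexa 594-labeled tau (final), with compound and 20 uM heparin in 100 mM sodium acetate pH 7; 6 hr at 37 C, then Alexa 594 FP read.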
* hit, by the source's call; ? = inconclusive; · = no result given; & = joins results of further samples; [ ] = remark or other dose. Unless noted, calls follow the shape of the dose curve; as a rule, active = well fitted curve in the direction sought with a large enough effect; inconclusive = small, poorly fitted or top-dose-only effect, or another doubt; inactive = no such curve, though single readings can be large; an effect the other way counts as inactive or inconclusive. Unless noted, % is scaled to controls: 0 for no effect and ±100 for the full control effect; potency is read from the fitted curve at half-maximal effect.

Every second line gives: Tau fluor cs, Tau fibril ThT, GLA spleen mod, Tau FP inhib, ALDH1A1 inh, TRb SRC2 PPI, L3MBTL1 block, TR SRC2 fluor cs
> Cc1cc(C)c(S(=O)(=O)Nc2ccc(O)cc2)c(C)c1
    -4.7%, -2.0%, -11.6%, 5.8%, 1.3%, -1.2%, -2.4%, 1.1%
> O=C(Cc1ccccc1)NS(=O)(=O)c1ccc(N=NN2CCOCC2)cc1
    17.1%, 6.2%, -10.0%, 5.8%, 0.7%, -2.6%, 16.2%, -0.3%
> O=C(O)CN1C(c2ccccc2)=Nc2ccc(Br)cc2C1c1ccccc1 (stereo unspecified)
    -1.9%[2.34 µM], -2.9%, 3.9%, 6.6%, ?, -3.9%, -6.7%, 8.1%
> O=S(=O)(NC1CCCC1)c1ccc(S(=O)(=O)NC2CCCC2)cc1
    -11.2%, -4.0%, -7.3%, -2.9%, -7.1%, -1.8%, -10.5%, 0.0%
> CCCNC(=S)N1CC2(C)CN(C(=O)C(=O)OC)CC(C)(C1)C2=O
    5.1%, 8.9%, 0.7%, -10.3%, -0.2%, 4.1%, ·, -2.9%
> Cc1nc(-c2cccs2)sc1C(=O)NN
    -12.0%[0.0958 µM], ·, 4.5%, 5.2%[0.0958 µM], ·, 3.2%, ·, 0.2%
> Nn1c(SCC(=O)N2CCCc3ccccc32)nnc1-c1ccc(Cl)cc1
    -7.8%, -14.7%, -8.1%, -6.4%, 0.4%, 1.2%, 13.5%, 0.8%
> C/C(N)=C(/C#N)C(=O)CSc1cc(C)c2ccccc2n1
    -19.3%, -17.7%, 3.7%, -12.1%, -0.8%, -4.7%, -1.2%[11.4 µM], -1.3%
> COc1ccc2c(C)cc(SCC(=O)Nc3nsc(-c4ccc(C(C)(C)C)cc4)n3)nc2c1
    -15.9%, ?, ·, 0.5%, ·, -11.5%, ·, ?
> NC(=O)C1CC(O)CN1c1nc(CN2CCOCC2)nc2scc(-c3ccccc3)c12 (stereo unspecified)
    3.4%, -1.1%, 3.7%, -5.7%, -1.4%, 0.3%, 1.2%, -1.6%
> Clc1ccc(NCc2nc3ccccc3n2CCOc2ccccc2)cc1
    -26.0%, -4.8%, ·, -10.0%, ·, -8.0%, ·, -1.8%
> COc1ccc(/C=C2\SC(c3ccc(C)cc3)=NC2=O)cc1OC
    ?, 11.2µM*, -1.4%, ?, ?, -0.7%, 10.6%, -3.4%
> COc1cccc(-c2nc(CS(=O)CC(=O)NCc3ccccc3)c(C)o2)c1 (stereo unspecified)
    -12.3%, -14.0%, 6.2%, 8.4%, 5.1%, 1.6%, ·, -1.5%
> CC(C)(C)C1CCC(OC(=O)CN2CCOCC2)CC1 (stereo unspecified)
    -7.0%, -11.4%, 0.5%, -4.8%, -0.1%, -1.8%, ·, -4.4%
> CCCCN(CC(=O)Nc1c(C)cccc1CC)C(=O)SCC
    -8.3%, -11.5%, 1.9%, 3.4%, 9.3%, -9.5%, ·, -3.1%
> CCC(=O)NC(=S)NNC(=O)c1ccc([N+](=O)[O-])cc1
    -6.1%, -12.1%, 3.7%, -12.1%, 20µM*, ·, 12.4%, ·
> CC1CC(=O)N(CC(=O)Nc2ccc3c(c2)OCCO3)c2ccccc2S1 (stereo unspecified)
    -3.0%, -0.8%, 0.1%, 0.6%, -10.2%, 0.2%, 1.2%, -6.4%
> Cc1nc2ccc([N+](=O)[O-])cc2s1
    5.1%, 2.5%, -1.5%, 5.8%, -2.4%, 0.4%, 19.0%, -1.7%
> CCCCOc1ccc(CNC(=O)NS(=O)(=O)c2ccc(OCC(C)C)cc2)cc1
    -1.9%, -7.3%, 5.4%, 7.5%, 9.9%, 3.9%, ·, 0.4%
> Cc1ccccc1N(C(=O)c1cccs1)c1nc2ccccc2s1
    -23.0%, -14.2%, 3.6%, -8.8%, -6.1%, -1.2%, ·, -6.1%
> CCc1ccc(-n2c(=O)c3c(C)c(C(=O)N(C)C)sc3n(CC(=O)NCC3CCCO3)c2=O)cc1 (stereo unspecified)
    6.3%, 8.4%, 4.2%, 2.9%, -12.2%, -1.3%, ?, 8.3%
> CCOC(=O)c1sc(NC(=O)C(OC(C)=O)c2ccccc2)nc1C (stereo unspecified)
    -16.9%, -4.6%, -5.2%, -5.9%, -3.2%, 3.5%, 4.4%, -0.2%
> CCOc1ccc(NC(=O)c2nnn(CC(=O)Nc3ccccc3OCC)c2N)cc1
    -10.5%, -14.7%, -3.6%, 7.7%, -7.1%, -4.8%, -1.9%, -2.0%
> Cc1c(O)c2cccnc2[nH]c1=O
    10.5%, 7.0%, 19.0%, -2.0%, 9.6%, 2.5%[53 µM], -0.1%, -1.9%[53 µM]
> CCN(CC)CCn1c(=S)[nH]c2ccc(Br)cc2c1=O
    -7.9%, -8.9%, -3.7%, -10.3%, -15.1%, 1.9%, ·, -1.0%
> CCCOc1ccccc1N1C(=O)CC(N(O)c2ccccc2)C1=O (stereo unspecified)
    1.4%[2.34 µM], -11.6%, -1.5%, 10.3%, -3.5%, 1.5%, 8.6%, -9.4%
> CCCCOc1ccc(C(O)C(CN2CCCCC2)c2ccccc2)cc1 (stereo unspecified)
    -2.2%, -12.3%, -4.1%, -0.7%, -3.7%, -1.8%, ·, 0.5%
> CN(C)C(=S)SCCn1c(N)nc(N(C)C)nc1=O
    -5.9%, -7.6%, 15.8%, 2.2%, ·, -0.8%, 0.6%, -6.8%
> Cc1cc(C)cc(N(C)S(=O)(=O)c2nnc(NC(=O)COc3ccc(C)c(C)c3)s2)c1
    -13.7%, 3.5%, ·, -4.9%, ·, 2.5%, ·, -26.2%
> FC(F)(F)c1cccc(N2CCN(Cc3nnc(-c4ccccc4)o3)CC2)c1
    -19.7%, -18.9%, ·, 6.7%, ·, -9.9%, ·, 0.0%
> CCN(CC)CCCNC(=O)c1cc2c(Cl)nc3ccccc3c2s1
    -15.5%, -14.7%, 18.9%, -9.2%, ?, -9.4%, ·, -2.3%
> Cc1ccc2onc(CC(=O)N3CCN(c4cccc(Cl)c4)CC3)c2c1
    -20.3%, ?, ·, -4.1%, ·, -26.9%, ·, 25.1µM*[quencher]
> O=C(CCCC(=O)N1CCN(c2ccc([N+](=O)[O-])cc2)CC1)c1ccccc1
    -8.4%, 2.24µM*, 4.5%, 5.7%, 28.2µM*, -1.0%, -2.2%, -2.0%
> CCOC(=O)c1sc(NC(=O)C2CCCO2)c(C(=O)OCC)c1C (stereo unspecified)
    8.5%, 7.9%, 3.8%, 4.0%, 8.91µM*, 12.5%, ·, -11.7%
> Clc1ccc(-c2nnc(COc3ncnc4sccc34)o2)cc1
    2.8%, 4.4%, -4.1%, 7.2%, -5.2%, -10.6%, 17.1%, 2.7%
> O=C(NC(=S)N1CCc2ccccc21)c1ccco1
    -3.4%, -7.1%, 7.3%, -2.3%, ?, -0.7%, 1.6%, 1.0%
> CCCCn1c(=N)n(CCOc2ccccc2OC)c2ccccc21
    -4.9%, -1.4%, ·, 0.6%, ·, -11.6%, ·, 1.7%
> CC(C)(C)NC(=O)CN(C(=O)CSc1nnc(COc2ccccc2)o1)c1cccc(F)c1
    -19.7%, -7.0%, 1.4%, 0.4%, 5.2%, -3.5%, ·, -1.2%
> Cc1cccc(C(=O)Nc2sc3c(c2C(=O)N2CCCCC2)CCC(C)C3)c1 (stereo unspecified)
    -10.5%, ?, ·, 4.6%, ·, 5.7%, ·, -2.9%
> Fc1ccc(NCc2ccccc2-c2nnc(-c3ccccc3Cl)o2)cc1Cl
    ?, -12.0%, ·, -4.6%, ·, 6.7%, ·, 0.0%
> CCc1ncc(C)nc1CC
    -6.7%, -9.6%, -0.5%, -1.8%, ·, 1.5%, ·, 2.7%
> C=CCN1C(c2ccc(Br)cc2)=CS/C1=C(/C#N)c1nnc(N2CCOCC2)n1-c1ccccc1
    -20.6%, ?, -1.7%, -10.2%, 3.16µM*, 0.3%, -13.8%, -2.4%
> O=C(NC1CCCc2ccccc21)c1ccc(=O)[nH]c1 (stereo unspecified)
    6.8%, 2.1%, 4.1%, 7.1%, 3.6%, -22.9%, -3.0%, -1.1%
> COc1ccc(N2CCN(CC(O)COCc3ccccc3)CC2)cc1 (stereo unspecified)
    -3.1%, 1.6%, 0.0%, 2.5%, ?, 5.0%, -13.3%, -1.1%
> Cc1c(Cl)cccc1NC(=O)c1oc2ccc(S(=O)(=O)N3CCC4(CC3)OCCO4)cc2c1C
    -11.4%, 6.1%, ·, -3.0%, ·, -1.9%, ·, -1.4%
> Oc1c(N=Nc2ccccc2)sc2ccccc12
    -22.6%, 2.51µM*, 3.9%, 3.8%, ·, 6.4%, -25.8%, -8.0%
> CCn1c2ccccc2c2cc(C3C(C#N)=C(N)Oc4n[nH]c(COC)c43)ccc21 (stereo unspecified)
    ?, 15.8µM*, 4.7%, -16.9%, 1.78µM*, -10.4%, ·, -3.7%
> COc1ccccc1Nc1ccc(C(=O)NCc2cccs2)cn1
    -5.9%, -2.2%, -4.9%, -2.7%[2.34 µM], -5.3%, -4.6%, 7.2%, 1.1%
> O=C(NCCc1ccccc1)C1CCCN(S(=O)(=O)c2cccnc2)C1 (stereo unspecified)
    -6.6%, -8.5%, -1.9%, -2.6%, -10.8%, -5.3%, -4.2%, 1.6%
> CC1CC(C)(C)NC(=S)N1CC(=O)NCc1ccc2c(c1)OCO2 (stereo unspecified)
    13.2%, 7.6%, -17.8%, 1.8%, 8.0%, -2.0%, 8.5%, -0.2%
> COc1ccc(C2/C=C\CN(C(=O)Nc3ccc(C(F)(F)F)cc3)CC(=O)N2Cc2ccc(F)cc2)cc1 (stereo unspecified)
    -26.6%, 11.4%, 1.6%&-6.3%, ?, ·, -0.1%&2.4%, ·, -0.5%&0.5%
> COCCCn1c(SCC(=O)OC2CCCCC2)nnc1-c1ccco1
    -4.7%, -2.7%, 5.0%, -4.2%, ?, -15.7%, 10.4%, -1.2%
> COc1ccc(CNc2nc(-c3ccc(OC)cc3)cc(C(F)(F)F)n2)cc1
    ?, -8.4%, ·, ?, ·, 0.8%, ·, -1.2%
> Cc1cc(C)c(S(=O)(=O)n2nc(C)c(Br)c2C)c(C)c1
    -6.1%, -6.5%, 1.5%, 5.6%, 5.0%, -5.4%, 9.1%, -0.9%
> Cc1ccccc1N(C)S(=O)(=O)c1nnc(NC(=O)c2ccccc2F)s1
    -20.2%, ?, ·, -14.5%, ·, 7.7%, ·, -25.5%
